Screening results from PubChem.
CCR6 antagonist: antagonists of human CCR6 receptor; inhibition, % at 20 µM; CHO-K1 CCR6 PathHunter beta-arrestin, luminescence, CCL20-stimulated; AID 493098; 0.49% of 340,000 active;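 active = compounds whose inhibition of the agonist-driven luminescence signal at 20 µM reaches about 50%, limit read from the data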;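 also: cells stimulated with CCL20 at 14 nM final; plate controls were DMSO with CCL20 for no effect and DMSO without agonist for full effect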
Target sequence (P51684 whole entry, looked up): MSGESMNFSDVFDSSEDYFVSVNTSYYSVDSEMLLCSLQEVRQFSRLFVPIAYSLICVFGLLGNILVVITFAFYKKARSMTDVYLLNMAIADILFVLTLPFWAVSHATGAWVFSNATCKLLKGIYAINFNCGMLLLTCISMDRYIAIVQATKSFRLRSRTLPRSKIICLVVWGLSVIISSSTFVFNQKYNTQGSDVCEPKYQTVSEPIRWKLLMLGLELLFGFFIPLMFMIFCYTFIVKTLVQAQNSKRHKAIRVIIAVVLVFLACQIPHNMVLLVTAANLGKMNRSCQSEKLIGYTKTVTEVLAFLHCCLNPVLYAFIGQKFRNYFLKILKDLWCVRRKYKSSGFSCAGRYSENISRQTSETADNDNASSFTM
APOBEC3G inh: inhibitors of human APOBEC3G DNA deaminase. Q9HC16. recombinant A3G, ssDNA deamination FAM/TAMRA fluorescence. inhibition, % at 20 µM. 0.28% of 330,000 active;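 active = inhibition of at least 40% at 20 µM, with no more than 30% in the related APOBEC3A deaminase screen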;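 also: plate controls were DMSO wells with A3G for no effect and wells lacking A3G enzyme for full effect; some compounds called inactive have numbers as strong as hits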
Target sequence (Q9HC16 whole entry, looked up): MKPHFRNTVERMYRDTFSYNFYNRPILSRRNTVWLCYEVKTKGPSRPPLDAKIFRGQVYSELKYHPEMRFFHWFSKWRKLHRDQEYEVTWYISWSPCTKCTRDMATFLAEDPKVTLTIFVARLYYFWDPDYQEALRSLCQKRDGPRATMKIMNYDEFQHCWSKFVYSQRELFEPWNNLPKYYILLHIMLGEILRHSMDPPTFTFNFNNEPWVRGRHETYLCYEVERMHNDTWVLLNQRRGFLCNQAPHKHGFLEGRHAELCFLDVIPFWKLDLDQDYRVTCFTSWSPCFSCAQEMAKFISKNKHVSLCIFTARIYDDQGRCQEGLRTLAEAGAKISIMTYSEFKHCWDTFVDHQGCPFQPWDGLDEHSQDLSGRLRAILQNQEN
EBI2 antag: EBI2 (human) antagonism; P32249; EBI2 beta-arrestin recruitment, luminescence, 7a,25-OHC stimulated; inhibition, % at 5 µM; 0.81% of 360,000 active; in the data active = inhibition above about 38%;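 also: enzyme fragment complementation signal reports receptor beta-arrestin coupling in cells; 0% = agonist plus DMSO wells and 100% = wells without agonist; some results beyond the cut were filed as inactive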
APOBEC3A inh: human APOBEC3A DNA deaminase inhibition; P31941; recombinant A3A, FAM/TAMRA ssDNA deamination fluorescence; AID 493011; 0.41% of 330,000 active; inhibition, % at 20 µM;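 active = at least 40% inhibition at 20 µM here, with at most 30% in a related deaminase screen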;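 also: plate controls were A3A with DMSO for no effect and wells lacking A3A enzyme for full effect; some results filed as inactive read as strong as hits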
MPTP block: blocks calcium-induced mitochondrial swelling | 1.4% of 360,000 active | AID 602449 | isolated mouse mitochondria, Ca2+ swelling absorbance, 30 min | inhibition, % at 10 µM;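 active = inhibition of 50% or more, scaled per plate between neutral and stimulator controls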;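 also: 0% = DMSO wells given calcium and 100% = 1 mM EGTA wells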
NR3A LBD binder: modulators (binders) of human NR3A ligand-binding domain. NR3A LBD differential scanning fluorimetry, Tm shift; 0% = protein alone, 100% = glycine-bound protein. Tm shift relative to glycine control, % at 25 µM. 2.5% of 340,000 active. AID 1259313;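 active = melting temperature shift of at least 10% of the positive control shift, at one fixed dose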
Gli-Sufu antag: antagonists of Gli-Sufu signaling. 0.74% of 340,000 active. Sufu-KO-LIGHT fibroblasts, Gli luciferase reporter luminescence. inhibition, % at 5 µM;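 active = inhibition above about 55%, limit read from the data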;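 also: 0% = DMSO-treated cells and 100% = wells with medium but no cells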
CXCR6 inh: CXCR6 (human) receptor inhibition | inhibition, % at 20 µM | CHO-K1 PathHunter CXCR6 beta-arrestin, luminescence | AID 602244 | 0.36% of 360,000 active | O00574; in the data active = inhibition above about 34%, passing the limit was not always enough;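 also: antagonist mode with CXCL16 agonist at 10 nM final; 0% = 10 nM CXCL16 with DMSO and 100% = unstimulated wells without agonist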
Target sequence (O00574 whole entry, looked up): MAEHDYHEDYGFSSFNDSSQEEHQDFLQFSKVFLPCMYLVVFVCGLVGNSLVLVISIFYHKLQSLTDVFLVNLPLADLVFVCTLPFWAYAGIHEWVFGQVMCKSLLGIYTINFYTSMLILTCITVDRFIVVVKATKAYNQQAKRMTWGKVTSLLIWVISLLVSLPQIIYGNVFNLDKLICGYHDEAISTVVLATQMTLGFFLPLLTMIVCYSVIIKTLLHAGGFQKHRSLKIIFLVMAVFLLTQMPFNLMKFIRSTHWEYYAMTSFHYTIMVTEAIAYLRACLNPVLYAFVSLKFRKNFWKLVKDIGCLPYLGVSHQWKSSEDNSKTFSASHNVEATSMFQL
The depositor's hits bear a star; / = no result given.

SMILES	CCR6 antagonist	APOBEC3G inh	EBI2 antag	APOBEC3A inh	MPTP block	NR3A LBD binder	Gli-Sufu antag	CXCR6 inh
O=C1NC(=Nc2ccccc2)S/C1=C\c1cccn1-c1ccccc1	21	-7	32	-2	0.2	-1	-36	9
Cc1c(C)[n+](=O)c(C)c(C)n1[O-]	2	/	2	/	-0.3	3	-5	-2
O=C(O)Cn1nc2ccccc2n1	-3	-11	0	-2	-0.1	-1	-3	5
CCOc1nc(NCCO)nc(Nc2ccc([N+](=O)[O-])cc2)n1	-3	-1	7	1	0.1	-1	-2	12
COCCCNC(=O)C[C@H]1C[C@H](C(=O)N2CCCCC2)[C@@]2(CCc3ccccc3)c3[nH]c4cc(CCC(=O)N(C)C)ccc4c3CCN2C1=O	18	2	-6	1	0.7	-1	-6	-1
O=C(NCc1ccco1)c1cnn2c(C(F)(F)F)cc(-c3ccccc3)nc12	12	5	27	4	0.4	-4	/	6
Nc1nonc1-c1noc(-c2ccc(Br)o2)n1	8	-5	-7	-3	0.6	1	-4	0
CC(=O)Nc1cccc(NC(=O)c2ccc3c(c2)CCN3S(=O)(=O)c2ccccc2)c1	3	-4	3	-3	-0.5	-10	-12	4
CCC(C)N(C(=O)Cn1nnc2ccccc21)C(C(=O)Nc1ccc(F)cc1)c1cccc(OC)c1 (centres undefined)	-8	-6	-4	0	3.9	-7	8	5
Cn1c(Cc2csc(N)n2)nnc1SCC(=O)NC1CCCCC1	-23	-4	9	-4	-2.1	3	2	-13
O=C(CN1C(=O)NC2(CCCc3ccccc32)C1=O)N1CCc2ccccc2C1 (centres undefined)	-20	-1	-3	-1	1.0	0	7	4
CN(CC(=O)Nc1ccc(F)cc1)c1ccc(S(=O)(=O)N2CCCCC2)cc1[N+](=O)[O-]	12	-4	8	0	16	-6	4	10
NNC(=O)CC1NCCN(Cc2ccccc2)C1=O (centres undefined)	7	-7	11	-1	0.1	0	-18	5
Cc1ccc(S(=O)(=O)c2nnn3c2nc(NCCCN2CCCC2=O)c2ccccc23)cc1C	20	-2	-11	-2	-0.3	-7	-16	-5
COc1ccc(NC(=O)COC(=O)/C=C/c2ccccc2[N+](=O)[O-])cc1OC	3	-5	-14	-4	0.9	3	-5	-8
Cc1nn(C(C)(C)C)c(NC(=O)c2ccc(Cl)cc2Cl)c1Br	-1	1	-1	4	0.9	-1	11	9
O=C(Cc1ccc([N+](=O)[O-])cc1)NCc1ccccn1	-2	-4	5	1	0.4	-1	-12	-1
O=C(N/N=C/c1cccnc1)c1ccc(NC(=O)c2ccccc2Cl)cc1	10	-10	4	-5	0.5	1	-10	1
COc1ccc(-c2[nH]ncc2CN2CCCC(C(=O)c3ccc(OC)cc3OC)C2)cc1 (centres undefined)	8	-2	-5	-1	-1.7	-4	22	-4
CCOc1cccc(-c2cc(C(=O)NN)[nH]n2)c1	-12	-12	-8	-1	-3.2	-1	-1	-10
Cn1c(=O)c2c(n3cnnc13)-c1ccccc1CC21CCCC1	9	-5	12	-3	0.7	-1	38	6
Cc1ccc(S(=O)(=O)Nc2cccc(C(=O)NC3CCN(Cc4ccccc4)CC3)c2)cc1F	14	8	4	3	1.6	0	34	3
COc1ccc(S(=O)(=O)N2CCCCCC2)cc1C(=O)OCc1cccc(OC)c1OC	11	-5	22	1	-1.9	1	16	3
CCOC(=O)N1CCC(NC(=O)c2cc(C(=O)Nc3ccc(OCC)cc3)ccc2CO)CC1	-6	-3	-6	-4	-1.4	1	2	-1
O=C(N/N=C/C=C/c1ccccc1)c1ccc(Br)cc1	11	-9	-13	-4	2.7	-16	-7	0
Cc1ccc(CSCC(=O)NCc2cccnc2)cc1	-21	0	-7	-1	-0.6	-1	-5	2
CCOC(=O)CC(=O)CSc1ncnc2c1nnn2-c1ccc(F)cc1	3	4	0	4	1.3	-1	7	12
Cc1sc(NC(=O)c2ccccc2)c(C(=O)NCCN(C)C)c1C	13	3	-1	2	-2.9	0	11	10
C/C(=N\NC(=O)c1ccc(N2CCCC2=O)cc1)c1ccccc1	-2	-2	-3	-3	1.3	-1	-4	-3
Cc1cc(NC(=O)CN2C(=O)NC(CC(C)C)C2=O)ccc1Br (centres undefined)	9	-8	-6	2	-0.1	29*	-5	-2
C/C(CC(=O)Nc1ccc(Cl)cc1Cl)=N\NC(=O)c1ccncc1	18	-5	-4	-2	2.5	-1	0	15
O=S(=O)(NCc1csc(-c2cccnc2)n1)c1ccc(F)cc1	7	4	-4	-1	-2.3	0	43	-9
O=C(Nc1ccccc1N1CCOCC1)c1ccc(Cl)c(S(=O)(=O)NCc2ccco2)c1	11	-3	5	0	0.0	-2	14	-7
COc1ccc(-n2nc(C(=O)NCC(=O)N3CCC(C)CC3)c3ccccc3c2=O)cc1Cl	28	-6	9	-7	0.0	-2	-43	-5
CCSc1nc2c(c(=O)n(C)c(=O)n2C)n1Cc1ccc(Cl)cc1	-8	1	-4	5	0.2	-3	-2	6
COc1ccc(CNC(=O)CN(c2cc(C)cc(C)c2)S(=O)(=O)c2c(C)[nH]c(=O)[nH]c2=O)cc1	14	-4	-6	-2	1.2	0	25	1
Cc1ccn2c(=O)nc(SCC(=O)NC3CCCCC3)nc2c1	4	0	13	-1	-1.5	1	-19	-2
CC(C)Oc1ccc(C(=O)Nc2cccc(S(=O)(=O)N3CCCC3)c2)cc1	12	-3	7	-3	-0.7	0	-47	-1
COc1ccc(C)cc1NC(=O)C1CCCN1C(=O)OCc1ccccc1 (centres undefined)	32	5	8	3	1.9	-3	2	5
COc1ccc(C(=O)NNS(=O)(=O)c2ccccc2)cc1	4	-3	5	1	-1.5	-8	-17	-6
COc1cccc(-c2nc(CS(=O)(=O)CC(=O)NC3CCCCC3C)c(C)o2)c1 (centres undefined)	13	-1	6	-2	0.1	0	-8	7
CCOC(=O)Cc1c(C)nc2c(-c3ccccc3)c(C)[nH]n2c1=O	8	-2	-7	-3	-0.9	1	0	-3
COc1ccc(/C=C/C(=O)N(c2ccccn2)C2CCCCC2)cc1OC	8	-9	11	1	1.0	-1	5	3
O=c1[nH]ncc2c3ccccc3n(Cc3cccc(Cl)c3)c12	-7	-4	32	-5	-0.6	-5	-2	-7
COc1cccc(-c2nc(-c3ccc(Br)o3)no2)c1	20	-1	4	-5	2.5	2	-96	0
O=C(CSCc1ccc(F)cc1)Nc1ccc(F)cc1	8	-6	-2	-1	6.5	0	-9	0
Cc1ccc(CNS(=O)(=O)c2ccc(Br)s2)cc1	9	1	-7	1	0.3	-2	0	-2
Cc1cccnc1NC(=O)c1ccc(Br)o1	-8	-10	4	0	0.1	-1	19	-1
C#CCNC(=O)[C@H](Cc1ccc(C(=O)c2ccccc2)cc1)NC(=O)OC(C)(C)C	2	-5	0	-2	-0.1	-1	-2	0
CC1(C)Oc2ccc(C(=O)NC3CCCC3)cc2N(CC(=O)NC2CCCC2)C1=O	-10	-3	-7	-3	0.4	0	4	0

The results go on.
SMILES	CCR6 antagonist	APOBEC3G inh	EBI2 antag	APOBEC3A inh	MPTP block	NR3A LBD binder	Gli-Sufu antag	CXCR6 inh
COc1ccc(-c2cc(C(F)F)n3ncc(C(=O)N4CCc5ccccc5C4)c3n2)cc1	19	-8	42	-6	13	0	14	6
COc1ccc(NC(=O)NC(C)c2ccc3c(c2)OCO3)cc1OC (centres undefined)	4	1	3	1	-0.3	-1	0	0
O=C(CN1CCC(c2nc3ccccc3s2)CC1)NCc1ccccc1	2	-2	8	-2	-0.6	-3	5	-2
CC(=O)N1CCOCCOCCN(C(C)=O)CCOCCOCC1	10	-5	-9	-2	0.2	1	-1	3
Cc1ccc(NC(=O)Cn2c(=O)oc3ccccc32)cc1Cl	8	1	1	5	1.5	-2	2	-9
Cc1cc(N(C)C(=O)c2ccc3c(c2)S(=O)(=O)c2cc(Cl)ccc2C3=O)c(C(F)(F)F)o1	8	-5	-12	0	6.7	1	-2	3
NS(=O)(=O)c1ccc(NC(=O)COC(=O)C2CC(=O)N(Cc3ccccc3)C2)cc1 (centres undefined)	-6	-5	-12	4	-0.5	2	5	0
c1ccc(Sc2cnc3ccccc3n2)cc1	19	-5	-3	-2	4.9	1	-24	-4
O=S(=O)(NCc1cccnc1)c1cccs1	0	-3	-3	3	0.6	1	4	-8
CCCCN(C)C(=O)Cn1nc(-c2ccc(Cl)cc2)ccc1=O	10	4	1	2	-0.5	-5	10	1
N#C/C(=N\Nc1ccc(Cl)cc1)C(=N)N1CCCCCC1	9	-1	4	0	1.3	0	-54	1
COc1c2ccoc2c(OC[C@@H](OC(C)=O)C(C)(C)O)c2oc(=O)ccc12	7	3	4	1	-0.1	1	/	-5
COC(=O)[C@]1(C)N[C@H](CN(C)C(=O)Nc2ccc(C(F)(F)F)cc2)[C@@H]2C(=O)N(C)C(=O)[C@@H]21	-1	-6	-4	-2	-0.8	0	6	6
O=C(Cn1cnc([N+](=O)[O-])n1)N/N=C/c1ccc2ccccc2c1	-8	-5	-16	-4	1.3	-5	-10	-12
Cc1c(N(C(=O)CNC(=O)c2ccccc2)C2(C(=O)NC3CCCC3)CCCCC2)c(=O)n(-c2ccccc2)n1C	8	3	1	-1	-1.9	0	6	-10
Cc1ccc(S(=O)(=O)N2CCN(C(=O)N3CCOCC3)C2C(C)C)cc1 (centres undefined)	-8	-4	-2	1	0.2	-1	-1	2
Cc1cc(C)c(S(=O)(=O)N2CCCC(C(=O)NC3CCCC3)C2)c(C)c1 (centres undefined)	15	-8	10	-3	-0.1	1	-5	6
CNC(=O)CSc1nnc(-c2ccc3c(c2)OCO3)n1C	-5	8	2	0	1.4	1	-3	-3
O=C(CN1C(=O)NC2(CCCCC2)C1=O)N1CCN(S(=O)(=O)/C=C/c2ccccc2)CC1	6	-6	-2	0	-0.1	0	-8	-9
CCC1=C(OC(=O)N(CC)CC)N2C(=O)OC(=NCCOC)[C@]2(Cc2ccccc2)[C@H]2C1=CC[C@H]1C(=O)N(CC(=O)OC)C(=O)[C@H]12	0	-5	-3	4	0.2	-1	-14	6

One compound at a time (already shown).
Entry for Cc1c(N(C(=O)CNC(=O)c2ccccc2)C2(C(=O)NC3CCCC3)CCCCC2)c(=O)n(-c2ccccc2)n1C = CCR6 antagonist = 8; APOBEC3G inh = 3; EBI2 antag = 1; APOBEC3A inh = -1; MPTP block = -1.9; NR3A LBD binder = 0; Gli-Sufu antag = 6; CXCR6 inh = -10
Entry for COc1c2ccoc2c(OC[C@@H](OC(C)=O)C(C)(C)O)c2oc(=O)ccc12 = CCR6 antagonist = 7; APOBEC3G inh = 3; EBI2 antag = 4; APOBEC3A inh = 1; MPTP block = -0.1; NR3A LBD binder = 1; Gli-Sufu antag = /; CXCR6 inh = -5

More results.
SMILES	CCR6 antagonist	APOBEC3G inh	EBI2 antag	APOBEC3A inh	MPTP block	NR3A LBD binder	Gli-Sufu antag	CXCR6 inh
O=C(CSCc1cccc(Cl)c1)Nc1ccccc1-c1ccccc1	29	-6	14	-4	0.7	-1	5	9
COc1ccc(NC(=O)CNS(=O)(=O)c2cccs2)cc1	-2	-3	0	4	-1.0	0	-10	-7
COc1ccc(NS(=O)(=O)c2cccc(C(=O)NNC(=O)c3cccn3C)c2)cc1	13	5	1	7	0.4	-2	-5	-5
COc1ccc(-c2sc3ccc(OC)cc3c2C#CCCO)cc1	9	-6	-1	3	2.2	1	-16	-21
O=C(COc1cccc(C(F)(F)F)c1)NNC(=O)c1ccc(=O)[nH]c1	7	2	-8	1	-1.5	3	7	7
O=c1c2c(O)cc(O)cc2oc2ccc(O)c(O[C@@H]3O[C@H](CO)[C@@H](O)[C@H](O)[C@H]3O[C@H]3O[C@H](CO)[C@@H](O)[C@H](O)[C@H]3O)c12	-5	-2	-5	-1	-0.2	-2	-4	5
CCn1c(SCC(N)=O)nnc1-c1cc2c(C)nn(-c3ccccc3)c2s1	-7	-6	2	0	-1.2	2	10	-12
C[C@]12CC[C@@H]3c4ccc(O)cc4CC[C@H]3[C@@H]1C[C@@H](O)[C@@H]2O[C@@H]1O[C@H](C(=O)O)[C@@H](O)[C@H](O)[C@H]1O	-3	2	10	0	-4.2	0	20	4
CCOC(=O)C1(CCOc2ccccc2)CCN(Cc2ccccc2O)CC1	6	/	2	/	1.5	-4	3	4
O=C(CCN1CCOCC1)Nc1ccc(F)cc1	0	-5	-6	-5	0.3	0	28	-6
